Assay outcomes as filed in PubChem.
AID2073 = inhibitors of Mint1-CaV2.2 protein interaction, biochemical, HTRF (AID 2073); inhibition, % at 20 µM; hits with a dose series show IC50 in µM; HTRF protein-protein interaction, Mint1-CaV2.2; higher % means a stronger effect; 0.19% of 290,000 active; in the data active = inhibition mostly above about 51%, no sharp cut-off; inconclusive = no clear call, values can overlap the other calls; inactive = mostly below about 53%; note: some results filed as inactive read as strong as hits
NS5 inhibitors = flavivirus cap methylation enzyme inhibition – biochemical, confirmation dose response, primary screen (AID 588689) | Dengue-2 NS5 methyltransferase capping enzyme assay, biochemical; higher % means a stronger effect | inhibition, % at 25 µM; hits with a dose series show IC50 in µM | 0.3% of 340,000 active; in the data active = a potency from the dose series; inconclusive = inhibition above about 29% without an active follow-up result
Yfh1-off respiration = mitochondrial function rescue without frataxin homolog – Friedreich's ataxia, plus single-dose screen, dose response (AID 1465) | S. cerevisiae Yfh1-off respiration, WST-1 reduction, 72 h; higher fold induction means a stronger effect | fold induction at 50 µM, or EC50 in µM where a hit was titrated | 0.074% of 220,000 active;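 active = fold induction of absorbance versus untreated yeast above a set limit, then at least 30% activation at any dose in follow-up; inconclusive = repeats straddling the limit, or above it without dose testing; inactive = fold induction below the set limit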;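 note: activators that raise dye reduction in frataxin-depleted yeast; strong numbers were not always called active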
West Nile virus CPE = inhibition of WNV-induced cytopathic effect – cell-based, CPE readout (AID 1621) | West Nile virus-infected cells, CPE inhibition; higher % means a stronger effect | CPE inhibition, % at 10 µM; hits with a dose series show IC50 in µM | 0.02% of 290,000 active; in the data active = a potency from the dose series; inconclusive = CPE inhibition mostly from about 3.7% at the one dose, without a potency; inactive = the rest, 99 in 100 with CPE inhibition below about 2.2%; note: strong numbers were not always called active
HEK293 NOD2/NF-kB = inhibition of NOD2-driven NF-kB reporter – cell-based, luminescence, uHTS, HEK293 (AID 1566) | HEK293 NOD2/NF-kB luciferase reporter, luminescence; higher % means a stronger effect | inhibition, % at 4 µM; hits with a dose series show EC50 in µM | 0.63% of 290,000 active; note: many of its hits are not listed in these tables
NOD1 NF-kB reporter = inhibition of NOD1-driven NF-kB reporter – cell-based, luminescence, uHTS, primary screen (AID 1578); one-dose inhibition, % at 4 µM; EC50 in µM for titrated hits; 1% of 290,000 active; NOD1-driven NF-kB luciferase reporter cells, luminescence; higher % means a stronger effect; in the data active = inhibition mostly above about 36%, no sharp cut-off; inactive = mostly below about 34%;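 note: HEK-293T reporter cells stimulated with the NOD1 agonist gamma-tri-DAP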
KOR beta-arrestin-1 = kappa opioid receptor blockers – cell-based, luminescence, uHTS (AID 1778); 0.091% of 290,000 active; KOR beta-arrestin recruitment, luminescence, antagonist mode; higher % means a stronger effect; inhibition, % at 10 µM, or IC50 in µM where a hit was titrated; note: strong numbers were not always called active
HIV peptide binding = inhibitors of HIV fusion peptide binding, primary screen, biochemical, uHTS, fluorescence dequenching (AID 1986). cell-free peptide binding, fluorescence dequenching, 30 min; higher % means a stronger effect. one-dose inhibition, % at 20 µM; IC50 in µM for titrated hits. 0.3% of 290,000 active; in the data active = inhibition mostly above about 52%, no sharp cut-off; inactive = mostly below about 76%; note: some results filed as inactive read as strong as hits
KOR beta-arrestin-2 = kappa opioid receptor activators – cell-based, luminescence, uHTS, primary screen (AID 1777); activation, % at 10 µM; hits with a dose series show EC50 in µM; KOR beta-arrestin recruitment, luminescence; higher % means a stronger effect; 0.02% of 280,000 active; in the data active = activation above about 50%, passing the limit was not always enough; note: a part of the inactive calls stands beside numbers as strong as those of hits
NS5 inhibitors pilot replicate = recorded beside NS5 inhibitors, whose call it bears; inhibition, %; measured here: pilot screen replicate inhibition
* = called active by the depositor; i = inactive; ? = inconclusive; · = no result given; [ ] = another dose, or the depositor's remark. Cut-off read from the data, not from the text of the source, unless noted: active = inhibition above about 50%; inactive = the rest.

SMILES	AID2073	NS5 inhibitors	Yfh1-off respiration	West Nile virus CPE	HEK293 NOD2/NF-kB	NOD1 NF-kB reporter	KOR beta-arrestin-1	HIV peptide binding	KOR beta-arrestin-2	others
CC1(C)CC(C2N3CC4(C)CN2CC(C)(C3)C4=O)CCO1 (configuration not stated)	0%	-6%	i	-0.9%	9%	5%	-25%	0.7%	-4.2%
Cc1cccc(COc2ccccc2/C=N/Nc2ccc([N+](=O)[O-])cc2)c1	10%	-55%	i	-0.6%	8%	17%	-10%	9.8%	0.3%
COc1ccc(NC(=O)CN2C(=O)NC(C)(c3ccccc3)C2=O)cc1Cl (configuration not stated)	10%	-7%	·	-0.8%	-5%	-50%	3%	-0.4%	-3.6%
O=C(O)c1cccc(-c2ccc(/C=N/Nc3nn[nH]n3)o2)c1	4%	-4%	i	0.1%	19%	-53%	-26%	17%	4.7%
CC(C)(C)n1nnnc1C(c1cccnc1)N1CCN(C(=O)c2ccco2)CC1 (configuration not stated)	2%	-4%	i	-0.2%	13%	-13%	-45%	0.2%	3.8%
CCc1ccc(N=CC2=C(O)CC(c3ccco3)CC2=O)cc1 (configuration not stated)	-2%	10%	i	0.2%	13%	6%	-51%	-1.3%	5.5%
COc1ccc(S(=O)(=O)N(Cc2ccc(OC)c(OC)c2)Cc2ccco2)cc1	-6%	1%	i	-0.5%	6%	20%	4%	-0.9%	-2.5%
CC(O)/C=C/c1cccc[n+]1C (configuration not stated)	-14%	-3%	i	0.2%	-5%	9%	-30%	-4.0%	3.8%
CC(=O)c1cccc(NC(=O)CN(c2ccc(F)cc2)S(C)(=O)=O)c1	-8%	-1%	i	0.5%	-30%	-20%	2%	1.5%	5.5%
NC(=O)c1c(NC(=O)C2CCCO2)sc2c1CCCC2 (configuration not stated)	2%	-3%	i	-0.4%	-38%	-16%	-5%	6.6%	-4.1%
O=C(CCc1ccccc1)N/N=C\c1cc2c(cc1Br)OCO2	2%	-13%	·	-0.6%	19%	3%	-23%	0.9%	2.7%
CCN1CCN(CCc2nc3cc([N+](=O)[O-])ccc3n2C)CC1	11%	-2%	i	-0.3%	-9%	2%	11%	0.1%	3.8%
COCCNC(=S)N(CCCN(C)C)Cc1cc2cc3c(cc2[nH]c1=O)OCCO3	0%	10%	·	1.5%	1%	-12%	5%[20 µM]	1.2%	0.0%
FC(F)(F)c1cccc(NC(=S)NCC2COc3ccccc3O2)c1 (configuration not stated)	-13%	2%	i	-1.3%	-14%	-14%	-6%	2.0%	3.6%
O=C1CCCN1CCC1CCCCN1Cc1nc(-c2cnccn2)no1 (configuration not stated)	6%	1%	i	0.1%	-2%	-29%	-16%	2.3%	-1.7%

Not a retest: entries from further up.
SMILES	AID2073	NS5 inhibitors	Yfh1-off respiration	West Nile virus CPE	HEK293 NOD2/NF-kB	NOD1 NF-kB reporter	KOR beta-arrestin-1	HIV peptide binding	KOR beta-arrestin-2	others
CCN1CCN(CCc2nc3cc([N+](=O)[O-])ccc3n2C)CC1	11%	-2%	i	-0.3%	-9%	2%	11%	0.1%	3.8%
COCCNC(=S)N(CCCN(C)C)Cc1cc2cc3c(cc2[nH]c1=O)OCCO3	0%	10%	·	1.5%	1%	-12%	5%[20 µM]	1.2%	0.0%
FC(F)(F)c1cccc(NC(=S)NCC2COc3ccccc3O2)c1 (configuration not stated)	-13%	2%	i	-1.3%	-14%	-14%	-6%	2.0%	3.6%
O=C1CCCN1CCC1CCCCN1Cc1nc(-c2cnccn2)no1 (configuration not stated)	6%	1%	i	0.1%	-2%	-29%	-16%	2.3%	-1.7%

The list continues:
SMILES	AID2073	NS5 inhibitors	Yfh1-off respiration	West Nile virus CPE	HEK293 NOD2/NF-kB	NOD1 NF-kB reporter	KOR beta-arrestin-1	HIV peptide binding	KOR beta-arrestin-2	others
Cc1cc(NC(=O)CCCSc2nc(-c3ccco3)cc(C(F)(F)F)n2)no1	8%	1%	i	0.4%	-10%	-8%	-34%	1.2%	4.2%
CCOC(=O)c1c(C)nc2sc3c(=O)n(-c4ccc(C(C)=O)cc4)nnc3c2c1-c1ccc(OC)cc1	9%	-1%	i	2.7%	·	·	0%	-4.5%	3.9%
COC(=O)c1ccc(CSc2ncnc3c2nnn3-c2ccc(OC)cc2)o1	-5%	-7%	i	-0.3%	-13%	3%	2%	-1.9%	-1.1%
CC(=O)c1cccc(NC(=S)NCCCCc2ccccc2)c1	-9%	-3%	i	?	-4%	-10%	13%	1.0%	3.1%
CC(=O)N/C(=N\OCc1ccccc1Cl)c1nonc1NC(C)=O	-5%	-6%	i	-0.6%	16%	-3%	18%	2.4%	0.0%
Fc1ccccc1Nc1nc2ccccc2o1	26%	2%	·	-1.2%	-171%	-20%	4%	-2.7%	-2.0%
CCCCC(C(=O)NC1CCCC1)N(Cc1ccco1)C(=O)Cn1nnc(-c2ccc(F)cc2)n1 (configuration not stated)	-4%	-2%	i	-1.3%	-12%	37%	-8%	-0.5%	2.9%
Cc1ccc(S(=O)(=O)NCCn2c(C)cc3ccccc32)cc1	11%	·	·	·	-33%	6%	1%	19%	1.7%
Cc1ccc(C2C3=C(CCCC3=O)OC3=C2C(=O)CCC3)cc1	6%	-6%	i	-0.2%	7%	-1%	-4%	0.6%	-2.2%
O=C(NCCc1ccccn1)C(F)(F)C(F)(F)C(F)(F)C(F)(F)C(F)(F)C(F)(F)C(F)(F)C(F)F	3%	0%	i	-0.5%	-2%	-9%	5%	19%	1.1%
COc1ccc(C(=O)NCCn2nc(C)cc2C)cc1OC1CCN(C(C)=O)CC1	4%	4%	·	0.0%	11%	-30%	6%	-1.6%	-4.1%
COCCn1c(SCC(=O)Nc2ccc(F)cc2)nc2ccccc2c1=O	7%	-3%	·	-1.8%	22%	-4%	-8%[20 µM]	-0.1%	-3.2%
CN1CCN(c2ccc(NC(=S)NC(=O)c3cccc4ccccc34)cc2)CC1	2%	-10%	·	-0.9%	6%	10%	-33%	-2.3%	-0.2%
OC12CCCCC1C(c1ccc3c(c1)OCO3)N(Cc1ccc(F)cc1)CC2 (configuration not stated)	-2%	2%	i	-0.5%	-11%	14%	-30%	0.8%	0.3%
CC(C)OCCCNC(=O)C1CCC(=O)N1C1CCCC1 (configuration not stated)	-5%	-5%	i	-0.2%	11%	5%	8%	-3.6%	-5.0%
O=C(Nc1ccccc1)N1N=C(c2cccs2)CC1c1cccs1 (configuration not stated)	0%	0%	i	-1.5%	9%	-21%	·	0.3%	3.9%
CCCOC(=O)Cn1c(=O)c2cc3c(=O)n(CC(=O)OCCC)c(=O)c3cc2c1=O	-4%	-4%	i	0.2%	-2%	-14%	-25%	0.4%	-1.7%
O=C(NCc1cccnc1)c1ccccc1NS(=O)(=O)c1ccc(F)cc1F	23%	-4%	i	0.1%	18%	0%	-15%	3.1%	-4.8%
COc1ccc(NC(=S)/N=C(\N)Nc2nc(C)c3ccccc3n2)cc1	9%	0%	i	0.1%	15%	10%	-11%	-2.0%	3.7%
CCc1ccc(C2CC(c3ccccc3Cl)Nc3nc(N)nn32)cc1 (configuration not stated)	-2%	-1%	i	-0.5%	8%	3%	-2%	-3.3%	-0.5%
COc1ccc2c(ccn2S(=O)(=O)c2ccccc2)c1	9%	1%	·	-0.3%	5%	18%	-21%[20 µM]	-0.8%	-1.4%	NS5 inhibitors pilot replicate=-1.5
O=C(Nn1cnnc1)c1ccc(Cl)c(Cl)c1	8%	5%	·	-0.8%	4%	-8%	-6%[20 µM]	-0.1%	-2.2%
COc1ccc(NC(=O)C(CCSC)NC(N)=O)cc1Cl (configuration not stated)	0%	-4%	i	0.4%	-1%	-37%	23%	0.1%	-2.8%
CC(c1n[nH]c(=S)n1-c1ccc(Cl)cc1)N(C)C (configuration not stated)	-34%	-6%	i	0.1%	-2%	-13%	-17%	-1.3%	10%
CCN(CC(=O)NC(C)(C)C)Cc1cc(=O)n2c(-c3ccccc3)csc2n1	26%	-4%	·	-0.3%	20%	-1%	-10%	6.3%	0.3%
O=C(N/N=C/c1ccncc1)c1ccc2c(c1)OCO2	11%	2%	i	0.3%	1%	-21%	3%	2.9%	-6.3%
CCOc1cc2c(cc1OCC)C(c1ccc(OC)cc1)N(c1ccccc1)C(=O)C2 (configuration not stated)	2%	-3%	i	-0.6%	15%	-15%	1%	1.8%	-3.8%
CCCCn1c(SCC(=O)OC)nc2c1c(=O)n(C)c(=O)n2C	2%	0%	i	1.1%	8%	-2%	6%	-0.4%	0.1%
CC(C)(C)OC(=O)CN1C(=O)NC(Cc2c[nH]c3ccccc23)C1=O (configuration not stated)	7%	-6%	·	0.1%	-6%	-6%	2%	-0.3%	-0.4%
CC(=O)c1cccc(NC(=O)C2CCN(S(=O)(=O)c3c(C)n[nH]c3C)CC2)c1	-1%	-5%	i	-0.1%	11%	12%	2%	-1.2%	5.0%
COc1ccc2nc(-c3ccccc3)nc(SCC(=O)NCC3CCCO3)c2c1 (configuration not stated)	3%	-5%	·	-0.2%	20%	13%	-3%	-1.2%	-0.3%
COc1ccc(/C=C2/SC(=S)N(CCCC(=O)Nc3ccc(O)cc3)C2=O)cc1OC	12%	0%	·	2.2%	20%	25%	-34%	28%	-0.4%
Cc1cc(NC(=O)CCC2CCCCC2)no1	13%	1%	i	0.2%	-28%	-30%	-15%	2.7%	5.7%
O=C(CCc1ccccc1)Nc1ccc(S(=O)(=O)N2CCCC2)cc1	-2%	-7%	i	0.2%	5%	21%	-19%	0.9%	3.5%
CCOc1ccccc1N=Cc1c(O)n(C)c(=O)n(C)c1=O	11%	0%	·	0.3%	-3%	-4%	-7%	1.2%	0.9%
Cc1cccc(C(C)C)c1-n1nnnc1-c1ccccc1	4%	-1%	i	-0.2%	0%	14%	28%	0.8%	3.4%
COc1ccc(-c2nn(-c3ccccc3)cc2/C=C2/SC(=S)N(CCCC(=O)O)C2=O)c(C)c1	14%	-1%	·	0.0%	24%	-7%	-13%	20µM*	0.4%
COc1cc(/C=N/Nc2ccc(F)cc2F)cc(OC)c1O	-40%	7%	i	-0.1%	-26%	14%	·	16%	-1.7%
O=C(COc1ccc(Br)cc1)N/N=C1/SCC(=O)N1Cc1ccco1	25%	-5%	i	-0.9%	-14%	-22%	-12%[20 µM]	-1.6%	0.0%
O=C(Cn1ncc2c(=O)oc3ccccc3c21)Nc1nc2ccccc2s1	5%	·	i	1.0%	-10%	-14%	-70%	0.2%	-6.6%
O=C(CN1CCc2ccccc2C1)Nc1ccc(Br)cc1	6%	-2%	i	-1.2%	-10%	-55%	26%	-1.3%	-2.9%
Cc1ccccc1OCC(=O)NS(=O)(=O)c1ccc(Cl)cc1	4%	-7%	·	0.1%	11%	21%	-48%	2.3%	14%
CCS(=O)(=O)N1CCC(C(=O)Nc2cc(Cl)ccc2O)CC1	-4%	-3%	i	0.9%	-4%	-33%	20%	1.1%	-3.4%
O=C(Cn1cnc2c(nnn2Cc2ccc(F)cc2)c1=O)NCc1ccccc1	?	1%	i	-0.1%	-1%	-4%	17%	0.6%	2.7%
COCCNC(=O)/C(C#N)=C/c1ccccc1Br	-2%	-4%	i	0.1%	1%	-40%	13%	-0.2%	-4.5%

A portion of the library; count on the stated rates, not on these rows.
